H9c2 TAG inh – reduces triacylglycerol accumulation in H9c2 cells; 0.66% of 230,000 active; AID 651582; Nile Red lipid (TAG) fluorescence; cells loaded with 200 µM oleic acid; inhibition, % at 12.5 µM;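 active = pattern-corrected inhibition of lipid staining of at least 50% with the nuclear-stain viability signal not falling by more than 50%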;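 note: 0% = DMSO wells and 100% = triacsin C control wells; some results filed as inactive read as strong as hits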
H9c2 TAG inh DAPI viability – also measured in H9c2 TAG inh; calls as there; DAPI nuclei signal change (viability), lower = more cytotoxic, %;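 whole-well DAPI fluorescence read on a plate reader as a viability signal; minus 50 percent equals half of cells still viable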
* = called active by the depositor. Some of the compounds tested; the hit share may differ from the screen's.

Value order: H9c2 TAG inh	H9c2 TAG inh DAPI viability
- O=C(CN1C(=O)CCC1=O)Nc1nc2c(F)cc(F)cc2s1
 : -22	6
- Cc1ccc(C2NCCS2)cc1 (stereo unspecified)
 : -18	0
- O=C(CCc1cccc(Cl)c1)NC1CCCN(Cc2ccccc2F)C1 (stereo unspecified)
 : -13	-5
- CCCC(=O)Oc1ccc(C2NC(=O)c3ccccc3O2)cc1OC (stereo unspecified)
 : -9	-4
- O=C(CSc1ccccc1)N1CCc2ccccc21
 : -20	5
- CCSC1=NCCN1C(=O)c1ccc(S(=O)(=O)N(CC)CC)cc1
 : 4	4
- CCn1c(SCc2cccc(F)c2)nc2c(c1=O)SCC2
 : 2	-13
- CCN(CC(=O)Nc1c(F)cccc1F)C(=O)CNC(=O)c1cccs1
 : -5	-3
- O=C(Cn1cc(C(=O)c2ccco2)c2ccccc21)NC1CC1
 : -18	8
- Cc1ccc([N+](=O)[O-])cc1N/C=C1\CCc2ccccc2C1=O
 : -15	-13
- COc1cc(NC(=S)N2CCC(C(N)=O)CC2)cc(OC)c1
 : 1	-11
- Cc1ccc2cc(C)c(SCC(=O)Nc3ccc(S(=O)(=O)N4CCCC4)cc3)nc2c1
 : -6	13
- O=C(NCC(=O)N1CCN(S(=O)(=O)c2ccccc2)CC1)c1ccc(Br)o1
 : -11	8
- C#CC1(NC(=O)NC(=O)c2c(F)cccc2F)CCCCC1
 : 0	2
- O=C(O)CCCC(=O)Nc1ccc(C(=O)N2CCCCC2)c(Cl)c1
 : -8	-3
- O=C(Cn1c(=O)oc2cc(S(=O)(=O)N3CCCCCC3)ccc21)NC1CCCCC1
 : -3	-4
- COc1ccc(-c2cc(COc3ccccc3)on2)cc1
 : -4	-3
- CC(C)OC(=O)CC(=O)CSc1nc2c(cc1C#N)CCC2
 : 22	-6
- CN1CCOCCOc2ccccc2OCCOCC1
 : 8	-5
- O=C(CSc1ccc([N+](=O)[O-])cc1)Nc1ccccc1N1CCOCC1
 : 3	-4

Gathered by group: the entries above with an aryl methoxy group
Value order: H9c2 TAG inh	H9c2 TAG inh DAPI viability
- CCCC(=O)Oc1ccc(C2NC(=O)c3ccccc3O2)cc1OC (stereo unspecified)
 : -9	-4
- COc1cc(NC(=S)N2CCC(C(N)=O)CC2)cc(OC)c1
 : 1	-11
- COc1ccc(-c2cc(COc3ccccc3)on2)cc1
 : -4	-3

Arranged by molar mass (rising): 3 of the compounds above.
Value order: H9c2 TAG inh	H9c2 TAG inh DAPI viability
- O=C(CN1C(=O)CCC1=O)Nc1nc2c(F)cc(F)cc2s1
 : -22	6
- O=C(O)CCCC(=O)Nc1ccc(C(=O)N2CCCCC2)c(Cl)c1
 : -8	-3
- CCSC1=NCCN1C(=O)c1ccc(S(=O)(=O)N(CC)CC)cc1
 : 4	4

Filtered by structure, the entries above containing a nitro group on carbon (two)
Value order: H9c2 TAG inh	H9c2 TAG inh DAPI viability
- Cc1ccc([N+](=O)[O-])cc1N/C=C1\CCc2ccccc2C1=O
 : -15	-13
- O=C(CSc1ccc([N+](=O)[O-])cc1)Nc1ccccc1N1CCOCC1
 : 3	-4

The listing continues:
Value order: H9c2 TAG inh	H9c2 TAG inh DAPI viability
- Cc1ccc(F)c(S(=O)(=O)NC(=O)C2(C)CCN2C(=O)Cc2ccccc2)c1 (stereo unspecified)
 : 2	4
- COC(=O)CN(c1cc([N+](=O)[O-])ccc1OC)S(C)(=O)=O
 : -11	6
- C/C(=N\NC(=O)c1ccncc1)c1cccnc1
 : 5	-9
- CSc1ccc(/C=C(\NC(=O)c2ccccc2)C(=O)NN)cc1
 : 2	0
- CCN(Cc1ccc(NC(C)=O)cc1)CC1CCCN(CCc2cccc(F)c2)C1 (stereo unspecified)
 : 9	7
- NC(=O)c1ccccc1NC(=O)COC(=O)CSCc1cccc(Cl)c1
 : -6	0
- Cc1nnc(NC(=O)CSc2nnnn2Cc2ccccc2)s1
 : -11	3
- CCOC(=O)C1CCN(S(=O)(=O)c2ccc3c4c(cccc24)C(=O)N3CC)CC1
 : 4	19
- COc1ccc(OC)c(NC(=O)NC2CCCc3ccccc32)c1 (stereo unspecified)
 : -8	-4
- O=S(=O)(Cc1ccccc1)NC1c2ccccc2Oc2ccccc21
 : -9	-3
- CCCc1[nH]n(-c2ccc(F)cc2)c(=O)c1C=NCC1CCCO1 (stereo unspecified)
 : 5	-2
- COc1ccc(CCCNC(=O)C2Cc3c(-c4cccc(NC(C)=O)c4)ccnc3O2)cc1 (stereo unspecified)
 : -8	5
- Cc1ccc(-c2ccc(C(=O)NCc3ccccc3)o2)c2ccccc12
 : 0	13
- COc1ccc(OC)c(CNC(=O)C2CCN(S(C)(=O)=O)CC2)c1
 : -2	-3
- Nc1ncnc2c1ncn2[C@@H]1O[C@H](CNCc2ccccc2OCc2ccc(Cl)cc2Cl)[C@@H](O)[C@H]1O
 : 2	4
- CN1/C(=C\C(=O)C[n+]2cccc(C(N)=O)c2)C(C)(C)c2ccccc21
 : -1	5
- CCOC(=O)N1CCN(C(=O)CSc2nnc(CNC(=O)c3ccccc3F)o2)CC1
 : -3	1
- CN(C)c1nc(N2CCN(c3ccc(F)cc3)CC2)c(C#N)c(=O)o1
 : 3	16
- CN(CCCNC(=O)COc1cc(=O)n(C)c2ccccc12)Cc1ccccc1
 : 3	9
- O=C(CNC(=O)c1ccc(Br)cc1)NC1CC1
 : 9	9

Value order: H9c2 TAG inh	H9c2 TAG inh DAPI viability
- Cc1ccc(CN2CCN(Cc3cn[nH]c3-c3ccccc3)CC2CCO)o1 (stereo unspecified)
 : 1	12
- Cc1ccc(S(=O)(=O)N2CCN(C(=O)CCc3c[nH]c4ccccc34)CC2)c(C)c1
 : -8	-9
- O=C(c1ccccc1F)N1CCC(O)(c2cccnc2)CC1
 : -11	-9
- CCN(CCCNS(=O)(=O)c1ccc2c(c1)CCN2C(C)=O)c1cccc(C)c1
 : -8	-8
- Oc1ccccc1CN1CCCC(N2CCc3ccccc3C2)C1 (stereo unspecified)
 : 10	-2
- Nc1nc(Nc2cccc(F)c2)nc(NCCO)c1[N+](=O)[O-]
 : 18	0
- CN(Cc1c(F)cccc1Cl)C(=O)c1ccc(NC(=O)CC2SC(N3CCCCC3)=NC2=O)cc1 (stereo unspecified)
 : -1	0
- Cc1ccc(CNC(=O)c2cc3c(=O)n4ccccc4nc3n(CC3CCCO3)c2=N)cc1 (stereo unspecified)
 : 36	177
- CC(=O)C1=C(C)N(Cc2ccccc2)C(=O)N[C@H]1c1ccco1
 : -8	-6
- Cn1cc(-c2ccc(Cl)cc2)cc(C#N)c1=O
 : -5	7
- COc1ccc(-n2c(=O)c3c4c(sc3n(CC(N)=O)c2=O)CCCCC4)cc1
 : 2	-5
- Cc1ccccc1NC(=O)Cc1nc(COC(=O)c2ccccn2)cs1
 : 7	10
- Cc1cccc(N2CCN(C(=O)c3cccc(NC4=NC5CS(=O)(=O)CC5S4)c3)CC2)c1C (stereo unspecified)
 : 10	4
- O=[N+]([O-])c1ccc(/C=N/Nc2ncc(-c3ccccc3)cn2)cc1
 : 5	11
- COc1ccc(N(CC(=O)NC2CCCCC2)C(=O)CNC(=O)c2ccco2)cc1OC
 : -1	7
- OCCCn1c(CCCNc2nc(-c3cccc(Br)c3)cs2)nc2cc(Cl)c(N3CCCCC3)cc21
 : -24	-1
- COc1ccc(C(c2nnnn2C(C)(C)C)N2CCN(c3nc4ccccc4s3)CC2)cc1OC (stereo unspecified)
 : 2	-6
- COc1ccc(NC(=O)CN2CCC(NC(=O)c3ccc(OC)cc3)CC2)cc1
 : 2	7
- Cc1ccc(C(=O)CSc2nnc3c4ccccc4nc(C(C)(C)C)n23)cc1
 : -23	-14
- CCC(=O)/C=C1\Sc2ccc(OC)cc2N1CC
 : -23	7

Value order: H9c2 TAG inh	H9c2 TAG inh DAPI viability
- CCN(CC)C(=O)c1[nH]cnc1C(=O)Nc1ccc(C)cc1
 : 12	5
- O=C(COc1ccc(Cl)cc1)NCc1nnc(SCC(=O)Nc2ccccc2F)o1
 : 3	-3
- COc1ccccc1COC(=O)Nc1c(C)nn(C)c1Cl
 : -3	0
- COc1ccc([C@H]2/C=C\CN(C(=O)C3CCCC3)[C@@H](C)C(=O)N2Cc2ccc(F)cc2)cc1
 : -9	-4
- c1ccc(NN(Cc2ccncc2)c2ccccc2)cc1
 : -9	0
- Cc1ccc2[nH]c3c(=O)n(Cc4ccco4)cnc3c2c1
 : 13	-4
- O=C(NCCc1cscn1)C1CCC(=O)N(Cc2ccc(Cl)cc2)C1 (stereo unspecified)
 : -1	1
- Cc1cnc(C(=O)Nc2ccccc2-c2nnn(CC(=O)NC3CCCC3)n2)cn1
 : -10	4
- CC(=O)Nc1nnc(S(N)(=O)=O)s1
 : -15	3
- COc1cc(CNc2ncnc3c2ncn3[C@H]2CN(Cc3cc(OC)c(OC)c(OC)c3)C[C@@H](CO)O2)cc(OC)c1OC
 : 19	-6
- CCCc1cc(=O)[nH]c(=S)[nH]1
 : -3	-3
- COc1cc2c(cc1OC)C(NC(=O)C(F)(F)F)CNC2=O (stereo unspecified)
 : -3	3
- Nc1nc(N)c2[nH]c(=S)[nH]c2n1
 : -5	-1
- CCc1nnc(NC(=O)CSc2nnc(CCc3nc4ccccc4[nH]3)n2C)s1
 : 8	9
- CN(C(=O)c1ccc(NC(=O)Cc2cccc(NC(=O)C3CCCN(S(=O)(=O)c4cccc([N+](=O)[O-])c4)C3)c2)cc1)C1CC1 (stereo unspecified)
 : 1	-7
- CCOC(=O)C1CCN(C(=O)COC(=O)C2CCN(S(=O)(=O)c3ccc4c(c3)OCCO4)CC2)CC1
 : -3	0
- O=S(=O)(c1ccc(F)c(F)c1F)N1CCN(C(=S)NCc2ccccc2)CC1
 : -13	6
- COc1ccccc1-n1c(=O)c(C#N)c(-c2ccc([N+](=O)[O-])cc2)c2cc(C(=O)c3cc(F)ccc3O)cnc21
 : -15	9
- COc1ccc(CNC(=O)C2=CC(c3ccc(C)cc3)=NS(=O)(=O)N2C)cc1
 : -3	4
- CC(Oc1ccc(Br)cc1)c1nc2c3ccccc3nc(=S)n2[nH]1 (stereo unspecified)
 : 19	-10

Value order: H9c2 TAG inh	H9c2 TAG inh DAPI viability
- COC(=O)c1cc2n(n1)CCN(Cc1ccc(F)cc1)C2=O
 : 0	3
- CCCOc1c(Cl)cc(C(=O)Nc2ccc3c(c2)OCO3)cc1OCC
 : 21	-12
- CC(c1ccc(F)cc1)n1c(-c2cccs2)n[nH]c1=S (stereo unspecified)
 : 5	4
- O=C(CN1CCN(S(=O)(=O)/C=C/c2ccccc2)CC1)Nc1ccc(N2CCOCC2)cc1
 : 4	-4
- CN(CC(=O)Nc1cccc(F)c1)C(=O)c1ccc(N2C(=O)c3ccccc3C2=O)cc1
 : -20	4
- O=C(Nc1cc(S(=O)(=O)N2CCOCC2)ccc1Cl)C(=O)c1c(-c2ccccc2)cc2ccccn12
 : 22	5
- CCC1CCCCN1C(=O)CCS(=O)(=O)c1ccccc1 (stereo unspecified)
 : 10	-7
- CC(C)NC[C@@H](O)COc1ccc(CC(N)=O)cc1
 : 5	-3
- Oc1[nH]c2ccccc2c1N=Nc1ccccc1F
 : 2	11
- CCN(CC)c1ccc(/C=N/NC(=O)CC(C)C)cc1
 : 4	-6
- COc1ccccc1C(=O)C1CCCN(C(=O)c2cn3cc(Cl)ccc3n2)C1 (stereo unspecified)
 : -9	5
- O=C(Nc1cccc(C(=O)NC2CC2)c1)c1ccc(Cl)c(S(=O)(=O)N2CCOCC2)c1
 : 1	-3
- Cc1ccc(C(=O)NCc2cccc(C(F)(F)F)c2)cc1S(=O)(=O)N1CCCCC1
 : -30	5
- O=C(OCc1ccccc1)N1CCC2CC1c1cc(-c3cc4ccccc4o3)ccc12 (stereo unspecified)
 : -7	-2
- COC(=O)c1[nH]c2ccc(C)cc2c1NC(=O)Nc1ccc(OC)cc1
 : 15	-9
- Cc1ccc(C(C)C)c(OCC(=O)NNCC(=O)Nc2cccc(F)c2)c1
 : 5	-4
- CCSc1nc2ccccc2n1C(=O)Oc1ccccc1
 : 0	7
- COc1ccc(-n2c(COc3ccc(C)cc3)nnc2SCC(N)=O)cc1
 : 1	-9
- C[C@@H]1CN([C@@H](C)CO)S(=O)(=O)c2ccc(Br)cc2O[C@H]1CN(C)C(=O)c1ccncc1
 : -14	3
- C/C(=N/NS(=O)(=O)c1ccc(F)cc1)c1ccc(NC(=O)c2ccc(C)o2)cc1
 : 4	3

Value order: H9c2 TAG inh	H9c2 TAG inh DAPI viability
- CCN1CCN(C(C)C(=O)Nc2c(C)n(C)n(-c3ccccc3)c2=O)CC1 (stereo unspecified)
 : -27	25
- O=C(N[C@@H](Cc1ccccc1)C(=O)OCc1ccccc1)c1nc[nH]c1C(=O)N1CCNCC1
 : -6	-5
- Cc1cc(NC(=O)COc2ccccc2C(N)=O)no1
 : -1	1
- CCOc1ccccc1NC(=O)Cn1c(C)cc(COC)c(C#N)c1=O
 : 2	-2
- Cc1nn(C(=O)c2nn(C)cc2[N+](=O)[O-])c(C)c1Cl
 : -1	-15
- COc1ccc(OCCNc2cc(N3CCOCC3)ccc2[N+](=O)[O-])cc1
 : 1	2
- O=S(=O)(Nc1cccc(S(=O)(=O)N2CCOCC2)c1)c1cccs1
 : 6	5
- O=C(Nc1ccc(S(=O)(=O)Nc2ncccn2)cc1)C1=COCCO1
 : -26	2
- CN[C@@H](CO)C(=O)NC[C@H]1O[C@@H](n2cc(C)c(=O)[nH]c2=O)C[C@@H]1O
 : 4	-10
- CC(=O)OCC1=C(C(=O)O)N2C(=O)C(NC(=O)C(C)Cn3nc(C)c(Cl)c3C)C2SC1 (stereo unspecified)
 : 22	5
- Cc1ccc(NC(=O)NCc2ccc3[nH]c(C)cc3c2)cc1
 : 21	-10
- CC(=O)NC(Cc1cccc(F)c1)C(=O)NC1CCN(C(=O)c2ccc(C)cc2)CC1 (stereo unspecified)
 : 9	-3
- Cc1sc(NC(=O)c2ccco2)c(C(c2cccnc2)N2CCC(C)CC2)c1C (stereo unspecified)
 : -52	18
- O=C(Nc1ccc(C(=O)O)cc1)/C(=C\c1ccccc1)NC(=O)c1ccccc1
 : -2	7
- Cc1ccc(Sc2ccc(NC(=O)c3ccc(F)cc3)cc2C#N)cc1
 : 19	-1
- Cc1ccccc1-n1nc2c(c1NC(=O)c1cccc(F)c1)CS(=O)C2 (stereo unspecified)
 : -10	0

Source: PubChem BioAssay
